NCOA2 inhibitor: human SRC2 (NCOA2) inhibition; Q15596; HEK293 GAL4-SRC2 luciferase reporter, luminescence; inhibition, % at 9 µM; hit rate 0.17% among 370,000; AID 651957;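 active = inhibition above the mean inhibition of all tested compounds plus 3 SD, set per campaign, cut at about 52% in these data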;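 note: 0% = DMSO treated cells and 100% = cells given Gossypol at 36 µM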
TWEAK Fn14 block: blocks TWEAK-Fn14 interaction in a reporter cell assay; inhibition, % at 10 µM; TWEAK-stimulated Fn14 reporter cells, luciferase luminescence, 8 h; hit rate 2% among 360,000; AID 1159606; in the data active = inhibition above about 50%
TROY NFkB inh: TROY signaling inhibition | Q293 LMP1-TROYcd NF-kB luciferase reporter, 4 h | inhibition, % at 10 µM | hit rate 0.98% among 360,000 | AID 1347056;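 active = compounds whose plate-normalised and pattern-corrected inhibition of the luciferase reporter signal at the single screening dose is 50% or more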
KKLEB cytotox: CF airway cell cytotoxicity counter-screen; KKLEB CF airway cells viability, ATPlite luminescence, overnight; hits give low values; cells stimulated with P. aeruginosa culture filtrate; activity change (cytotoxicity), % at 5 µM; AID 602141; hit rate 0.36% among 360,000;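 active = corrected activity change at or below -50% at 5 µM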
NR2F2 inh: NR2F2 (human) inhibition, primary screen | hit rate 0.7% among 370,000 | HEK293T NGFI-A luciferase reporter, luminescence | AID 686940 | inhibition, % at 8.6 µM;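 active = inhibition above a per-plate cutoff, mean inhibition of test wells between control levels plus 3 SD, cut at about 38% in these data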;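 note: cells cotransfected with COUP-TFII expression vector driving the NGFI-A reporter; 0% = median of COUP-TF2 test wells and 100% = reporter-only cells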
Target sequence (P24468 whole entry, looked up): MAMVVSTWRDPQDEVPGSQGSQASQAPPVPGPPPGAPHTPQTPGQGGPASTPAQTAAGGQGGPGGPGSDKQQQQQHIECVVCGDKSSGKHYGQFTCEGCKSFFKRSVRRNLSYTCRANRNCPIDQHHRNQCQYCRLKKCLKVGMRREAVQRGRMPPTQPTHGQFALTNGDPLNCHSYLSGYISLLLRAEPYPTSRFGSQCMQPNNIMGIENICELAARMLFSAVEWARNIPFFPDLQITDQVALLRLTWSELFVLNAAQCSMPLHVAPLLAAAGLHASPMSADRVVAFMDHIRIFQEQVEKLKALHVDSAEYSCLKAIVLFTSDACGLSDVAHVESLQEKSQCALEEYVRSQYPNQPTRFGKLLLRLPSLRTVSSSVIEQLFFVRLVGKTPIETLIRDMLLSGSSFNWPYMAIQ
NCOA3 inh: inhibits human SRC3 coactivator; AID 588352; Q9Y6Q9; inhibition, % at 3.6 µM; hit rate 0.17% among 360,000; HEK293 GAL4-SRC3 luciferase reporter, luminescence;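 active = inhibition above a per-campaign cutoff, the mean of all compounds plus 3 SD, cut at about 60% in these data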;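 note: 0% = DMSO-treated cells and 100% = gossypol-treated cells at 36 µM; higher means less SRC3-driven luciferase light from the GAL4 reporter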
EBV LMP1 NFkB: inhibitors of Epstein-Barr LMP1-induced NF-kappaB reporter | hit rate 0.69% among 350,000 | inhibition, % at 12.5 µM | LMP1-induced NF-kappaB luciferase reporter cells, luminescence; in the data active = inhibition above about 41%;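 note: 0% = neutral control wells and 100% = reference inhibitor control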
TRAIL sens C8: caspase-8 TRAIL sensitization; hit rate 1% among 360,000; NB7+C8 cells + TRAIL, ATPlite viability luminescence; AID 624354; inhibition (viability loss, TRAIL sensitization), % at 10 µM;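 active = compounds causing at least 50% loss of cell viability in the single-dose screen, relative to plate controls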
LRH-1 inv ag: NR5A2 inverse agonism in reporter assay; HEK293T StAR-luciferase reporter, LRH-1 transfected, 24 h; hit rate 0.13% among 360,000; O00482; inhibition, % at 3.6 µM; AID 602396;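 active = inhibition above the mean inhibition of all tested compounds plus 3 SD, cut at about 73% in these data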;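 note: 0% = DMSO wells and 100% = reporter-only cells lacking LRH-1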
CF NFkB inh: cystic fibrosis NF-kB activation inhibition. KKLEB NF-kB-GFP reporter, PAF-induced, GFP fluorescence overnight. inhibition, % at 5 µM. hit rate 0.86% among 360,000. AID 588850;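 active = at least 50% inhibition at 5 µM, scaled per plate between neutral and stimulator controls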;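 note: PAF is a Pseudomonas aeruginosa culture filtrate used as stimulus; plate controls were PAF-stimulated DMSO wells for no effect and unstimulated DMSO wells for full effect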
NCOA1 inh: human NCOA1 inhibition; inhibition, % at 3.6 µM; Q15788; AID 588354; hit rate 0.12% among 360,000; HEK293 GAL4-SRC1 luciferase reporter, luminescence;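 active = inhibition above the campaign mean plus 3 SD, with each screening campaign given its own cutoff, cut at about 60% in these data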;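 note: 0% = DMSO treated cells and 100% = gossypol at 36 µM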
Numbers without * were called inactive; . = not tested or not shown.

smiles	NCOA2 inhibitor	TWEAK Fn14 block	TROY NFkB inh	KKLEB cytotox	NR2F2 inh	NCOA3 inh	EBV LMP1 NFkB	TRAIL sens C8	LRH-1 inv ag	CF NFkB inh	NCOA1 inh
O=C1OCCC1NC1=NCCC1 (stereo unspecified)	-27	7	0	-9	4	-2	2	5	15	12	-17
Cc1c(C(=O)N2CCC3(CC2)OCCO3)sc2ncnc(N3CCc4ccccc4C3)c12	8	-15	2	9	-13	9	-1	6	7	-12	-8
Cc1ccc(Cn2ccccc2=N)cc1	24	-1	-5	-9	24	8	2	3	6	1	-22
Cc1ccc(-c2cc(C(F)F)n3ncc(C(=O)N4CCC5(CC4)OCCO5)c3n2)cc1	-21	10	-1	5	0	5	2	0	-3	-12	8
C=CCN1C(=O)/C(=C\c2ccc(N3CCOCC3)o2)C(=O)NC1=S	2	-2	-12	4	-5	4	-6	-3	-12	-4	-6
Cc1cc(/C=C2/C(=O)NC(=O)N(C)C2=O)c(C)n1-c1ccccc1	-14	7	1	2	-5	0	-5	-2	2	5	-7
O=c1[nH]cc(COCC(F)(F)C(F)(F)C(F)(F)F)c(=O)[nH]1	-3	17	-1	-5	7	17	4	-5	4	0	-7
COc1cc(C2(C#N)CCN(C)CC2)cc(OC)c1OC	1	6	15	-2	1	-5	-5	-5	5	2	-15
COc1cccc(-n2nc(C(=O)N3CCC4(CC3)OCCO4)c3ccccc3c2=O)c1	6	0	-11	11	10	-6	4	-4	-16	-8	-14
CCOP(=S)(OCC)Oc1nc(Cl)c(Cl)cc1Cl	-44	-2	-17	-5	-1	15	4	-13	8	4	-41
CCCCn1c(=O)c(C(=O)Nc2ccccc2S(N)(=O)=O)c(O)c2ccccc21	-31	15	8	-8	-8	-13	4	4	-19	24	-28
COC(=O)C1=C(c2ccccc2)C[C@@H]2CC[C@H]1N2C(=O)NCCO	4	-6	6	-3	2	-9	4	-12	6	-16	13
COC(=O)C1=C(c2ccc(S(C)(=O)=O)cc2)C[C@@H]2CC[C@H]1N2C(=O)NC1CCCCC1	18	16	11	2	-27	10	1	9	-24	-24	10
CN1C(=O)N(C)C(=O)C(CCc2ccccn2)(CCc2ccccn2)C1=O	-10	8	-10	-4	1	3	-8	7	1	1	-21
CCCCC/C(=N/O)c1c(C)[nH]c2ccccc12	-50	1	23	10	-12	8	-4	10	-16	-5	-5
CC(C)Oc1ccc(CC2(CCc3ccncc3)C(=O)NC(=O)NC2=O)cc1	11	7	1	0	5	-16	2	-9	-19	2	-19
Cc1cc2oc(=O)cc(-c3cc4ccccc4o3)c2cc1OC(=O)N(C)C	13	-18	4	-6	20	-41	-2	12	-9	-17	-14
COC(=O)c1ccccc1N=Cc1c(O)[nH]c(=S)[nH]c1=O	-4	3	-6	15	7	-7	-5	-3	-5	3	-7
O=C(c1cccc(N2CCCC2=O)c1)N1CCC2(CC1)OCCO2	-8	-2	12	6	2	6	4	-9	-3	1	-34
CCCCOc1ccc(CCN)cc1Cl	-20	27	-2	3	-22	-8	0	4	13	6	-12
CSC(=Nc1ccccc1)c1c(O)n(C)c(=O)n(C)c1=O	-4	-9	9	-3	11	-11	4	19	-35	0	8
CC(NC(=O)Oc1ccccc1)C(c1cccs1)N1CCOCC1 (stereo unspecified)	4	-2	-12	-6	0	5	-7	-10	7	11	2
CNCC(O)c1ccc(O)cc1 (stereo unspecified)	-9	14	5	7	-8	-32	.	-2	8	-16	-36
CCOC(=O)[C@]12Cc3cc(OC)ccc3[C@H]1N(C(C)C)C(=O)c1ccccc12	10	25	19	.	3	.	.	39	-5	.	.
CN(C)C1(CNC(=O)c2ccc(Cl)c(S(=O)(=O)NCc3ccco3)c2)CCCCC1	6	-13	9	-16	11	4	-2	-6	-12	15	-4
O=C1C(=O)c2ccccc2-c2ccccc21	95*	107*	83*	5	109*	95*	86*	95*	103*	83*	95*
CC/C(=N\NC(N)=O)c1c(O)[nH]c(=O)[nH]c1=O	16	-5	9	5	-6	-14	-6	19	3	17	-11
CC1(C)CSC(Nc2ccc(F)c(Cl)c2)=N1	18	-8	-1	-1	-3	-17	-10	-5	-4	13	-42
Cc1nc2ccccc2c(=O)n1-c1c(Cl)cccc1Cl	13	-3	-1	-5	-2	-35	12	8	-8	1	9
CNCC(C)c1ccccc1 (stereo unspecified)	-1	-18	-6	-40	-6	0	-7	1	8	7	-7
O=C(CNC(=O)OCc1ccccc1)NCC(=O)Nc1ccc(Br)cc1C(=O)c1ccccc1	12	-13	22	3	10	9	-9	9	7	10	0
CCC(CO)NC(=O)C1C=C2c3cccc4[nH]cc(c34)CC2N(C)C1 (stereo unspecified)	-21	11	-1	-9	-5	-5	-3	4	-28	12	-7
CCOC(=O)[C@]12Cc3cc(OC)ccc3[C@H]1N(C)C(=O)c1ccccc12	-12	-6	-4	.	-5	.	.	14	-2	.	.
COC1/C=C/C=C(\C)Cc2cc(O)c(Cl)c(c2)N(C)C(=O)CC(OC(=O)C(C)C)C2(C)OC2C(C)C2CC1(O)NC(=O)O2 (stereo unspecified)	2	20	5	-23	-47	32	13	9	43	58*	-12
CC(C)NC(C)Cc1ccc(I)cc1 (stereo unspecified)	-35	7	15	0	-4	4	-1	-16	-21	-6	-5
CC(C)NC(=O)c1ccc(N2CC3CC(C2)c2cccc(=O)n2C3)c([N+](=O)[O-])c1 (stereo unspecified)	-30	8	-22	11	-27	9	3	-16	1	6	-29
C/C(=N\NC(=O)c1ccccc1)c1c(O)n(C2CCCCC2)c(=O)[nH]c1=O	-50	-2	-22	4	-9	-82	-4	-16	-77	2	-60
CN(C)/C=C(\C=[N+](C)C)c1[nH]ncc1[N+](=O)[O-]	-4	5	19	2	-11	7	-6	-4	0	12	-13
CN1CCN(c2ccc(NC(=O)C(C)(C)C)cc2)CC1	-12	-8	-4	9	4	0	-9	-13	-15	2	-11
C[C@@H]1C(=O)O[C@H]2[C@H](O)[C@]34[C@@H]5OC(=O)[C@]3(OC3OC(=O)[C@H](O)C34[C@H](C(C)(C)C)[C@@H]5O)[C@@]12O (stereo partly specified)	13	4	0	2	14	1	-6	-8	-12	-1	0
O=c1[nH]c(=S)n(C2CC2)c(O)c1/C=N/N1CCOCC1	21	5	-9	-4	-15	7	4	4	-10	4	-7
CCC(=O)c1cn(Cc2ccccc2C#N)c2ccccc12	-1	5	-4	1	4	5	11	8	-12	2	-25
COC(=O)C1=C(c2ccccc2OCc2ccccc2)C[C@@H]2CC[C@H]1N2C(=O)NCc1cccc(C(F)(F)F)c1	10	15	9	15	-12	-15	-2	15	-5	-3	-7
CC(C)n1c(O)c(C=NCc2ccccc2)c(=O)[nH]c1=S	0	33	-15	-18	-9	20	11	14	3	21	-91
Cc1ccccc1-c1ccc2c(c1)CNCc1cnnn1-2	-49	-20	-26	-19	-9	-39	.	6	-47	-26	-26
COc1cc(C[C@@H](C)N)c(OC)cc1I	-6	11	22	-4	12	25	15	13	4	-3	1
COc1ccc2nc3c(C)n(C)ccc-3c2c1	-2	25	12	4	20	-2	-5	-9	-1	-25	12
CN(C)C(=O)Oc1ccc([N+](=O)[O-])cc1	3	18	13	-2	-5	-2	6	5	0	3	-7
COC(=O)C1=C(c2ccc(F)cc2OCc2ccccc2)C[C@@H]2CC[C@H]1N2C(=O)NCCCc1ccccc1	11	18	2	-4	-13	6	2	5	-8	0	-1
COC(=O)CC1(CC(=O)OC)C(=O)N(c2ccccc2)C(=O)N(c2ccccc2)C1=O	-18	7	3	-11	16	7	-7	-6	-16	-7	-19

(listing goes on)
smiles	NCOA2 inhibitor	TWEAK Fn14 block	TROY NFkB inh	KKLEB cytotox	NR2F2 inh	NCOA3 inh	EBV LMP1 NFkB	TRAIL sens C8	LRH-1 inv ag	CF NFkB inh	NCOA1 inh
Cc1nn(Cc2ccccc2Cl)c(C)c1C(=O)OCC(=O)NC1CCCC(C)C1C (stereo unspecified)	-18	-18	19	4	-3	13	17	18	2	-6	-3
CCN1CCN(c2ncnc3ccc(Br)cc23)CC1	39	34	32	-11	42*	38	32	-9	19	49	51
Cc1c(N=Cc2c(O)n(Cc3ccccc3)c(=O)[nH]c2=O)c(=O)n(-c2ccccc2)n1C	-37	-9	-25	-3	10	6	-10	-1	2	4	-1
CSc1ccc(C(=O)C2CCCN(Cc3cc4ccccc4[nH]3)C2)cc1 (stereo unspecified)	1	6	12	-8	7	-6	-2	4	23	13	-18
CC(C)N=C(NC(C)C)N1CC1	-18	-9	4	3	5	-1	4	-3	-8	-6	3

Not all compounds are listed; count on the stated rates, not on these rows.
